Pf growth 96h: inhibits malaria parasite growth, 96 h; P. falciparum luciferase reporter growth, 96 h; Potency, µM (titrated, usually from 28.7 µM), for the others: top-dose activity change, negative = inhibition, actives largely listed as inhibitors; actives 6.9% (n = 320,000); also: potency is read from the fitted curve at half-maximal effect; % is scaled to controls: 0 for no effect and ±100 for the full control effect
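Parasite growth measured via integrated firefly luciferase reporter in P. falciparum. Infected erythrocytes at 2% hematocrit, 0.05% parasitemia final were treated 96 hours at 37 C under 5% CO2, and luminescence was read.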
Pf growth 48h: P. falciparum growth inhibition at 48 hours (one generation). Potency, µM (top dose mostly 28.7 µM), for the others: at the highest dose activity change, negative = inhibition, most hits filed as inhibitors. actives 5.9% (n = 310,000). P. falciparum luciferase growth in erythrocytes, 48 h; also: potency is read from the fitted curve at half-maximal effect; % is scaled to controls: 0 for no effect and ±100 for the full control effect
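Firefly luciferase activity from engineered P. falciparum reports growth; inhibitors lower the luminescent signal. Cultures contained 2% hematocrit erythrocytes at 0.1% final parasitemia.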
FBPA Giardia inh: blocks Giardia fructose-bisphosphate aldolase activity. A8B2U2. purified Giardia FBPA. Potency, µM (highest dose often 59.6 µM), for inactives: at the top dose activity, negative = inhibition, most hits filed as inhibitors. actives 0.71% (n = 290,000). AID 2451; also: potency is read from the fitted curve at half-maximal effect; % is scaled to controls: 0 for no effect and ±100 for the full control effect; nearly all actives have a fitted effect of over 55% in size
Target sequence (A8B2U2 whole entry, looked up): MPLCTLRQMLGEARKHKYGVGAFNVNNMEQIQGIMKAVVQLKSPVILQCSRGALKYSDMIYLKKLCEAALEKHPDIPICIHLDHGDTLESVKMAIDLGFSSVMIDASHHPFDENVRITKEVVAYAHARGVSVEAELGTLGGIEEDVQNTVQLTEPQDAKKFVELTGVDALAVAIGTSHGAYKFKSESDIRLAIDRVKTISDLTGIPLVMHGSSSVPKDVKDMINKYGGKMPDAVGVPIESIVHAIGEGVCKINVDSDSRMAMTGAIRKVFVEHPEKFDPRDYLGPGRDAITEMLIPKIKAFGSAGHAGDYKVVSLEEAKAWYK
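40 nM FBPA preincubated 10 min at RT with compound (up to 57.5 uM final), then substrate plus GAPDH/TPI/NAD/arsenate coupling and diaphorase/resazurin added. Fluorescence read after 20 min at RT, 525/598 nm.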
Shiga toxin inh: Shiga toxin inhibition | Vero cells, Shiga toxin protein synthesis inhibition reporter | inhibition, % at 38.7 µM | actives 9.2% (n = 290,000); in the data active = inhibition mostly above about 28%, no sharp cut-off; inactive = mostly below about 43%; also: 0% is about no effect
Cycloheximide cs: counter-screen for Shiga toxin inhibitors: cycloheximide protein synthesis inhibition; cell reporter, cycloheximide protein synthesis inhibition counterscreen; max response, %; actives 12% (n = 300,000); AID 2314; in the data active = max response mostly above about 13%, no sharp cut-off; inactive = mostly below about 14%; also: read at 38.3 µM for the half of the compounds with a filed dose; 0% is about no effect
Sm TGR block: S. mansoni TGR enzyme inhibition; AID 485364; Potency, µM (top dose mostly 114 µM), for the others: at the top dose activity change, negative = inhibition, actives largely listed as inhibitors; purified TGR, DTNB reduction, TNB absorbance 405 nm; actives 3% (n = 360,000); Q962Y6; also: potency is read from the fitted curve at half-maximal effect; % is scaled to controls: 0 for no effect and ±100 for the full control effect; nearly all actives have a fitted effect of over 60% in size
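TGR 20 nM + NADPH 100 uM (dispensed conc.), cpd preinc 15 min RT; start with NADPH (500 uM addition) then DTNB (15 mM addition). Kinetic TNB absorbance, 405 nm filter. Four-parameter Hill fit across titration.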
Numbers without * were called inactive; ? = inconclusive; . = not tested or not shown; [ ] = dose if it differs, or a comment. Unless noted, calls follow the shape of the dose curve; as a rule, active = well fitted curve in the direction sought with a large enough effect; inconclusive = small, poorly fitted or top-dose-only effect, or another doubt; inactive = no such curve, though single readings can be large; an effect the other way counts as inactive or inconclusive. Compounds as they come. About 24% of those tested had a hit in this group.

molecule	Pf growth 96h	Pf growth 48h	FBPA Giardia inh	Shiga toxin inh	Cycloheximide cs	Sm TGR block
O=S(=O)(CCc1nc2ccccc2[nH]1)c1ccc(Br)cc1	10µM*	?	-2%	-2	-2	-2%
O=C(Nc1ccccc1C(F)(F)F)c1cc(-c2ccccc2O)on1	0.47µM*	1µM*	1%	83*	37*	0%
COc1ccc(C(=O)N(Cc2ccccc2)c2cccc(C)c2)cc1	9%	38%[activator]	.	24*	21	-4%
O=C1CC(Cc2ccc(Br)cc2)C(=O)N1c1ccccc1 (configuration not stated)	?	6%	13%	15	2	-1%
CCn1c(CNC(=O)c2ccco2)nnc1SCC(=O)c1ccccc1	16%	-1%	2%	-2	1	-2%
COc1ccc(-c2nnc(SCC(=O)Nc3cc(S(=O)(=O)N4CCCCC4)ccc3Cl)n2N)cc1	?	?	3%	-4	-3	-13%
O=C(Nc1ccccc1C(=O)NCc1cccnc1)c1ccco1	-7%	.	-1%	3	-4	-1%
O=C(Nc1nccs1)c1ccc(-c2ccccc2[N+](=O)[O-])o1	27%	110%[activator]	-13%	106*	54*	-2%
Cc1cccc(-n2c(O)c(C=NCCN3CCCCC3)c(=O)[nH]c2=O)c1	35%[activator]	12%	0%	2	3	1%
Cc1ccc(S(=O)(=O)N(C)c2ccc(C(=O)NCc3cccnc3)cc2)cc1	?	?	.	-5	1	-19%
Fc1ccc(CNc2nc(-c3cccnc3)nc3ccccc23)cc1	?	12µM*	7%	-6	7	-13%
O=C(CCN1C(=O)c2ccccc2C1=O)NCc1ccco1	.	-5%	0%	20	-2	-23%
COc1ccc(C(=O)NCc2nnc(SCC(=O)N3CCCC3)o2)cc1OC	43%[activator]	-10%	-15%	-4	-3	-28%
O=C(c1ccncc1)N1CCN(S(=O)(=O)c2cc(C(F)(F)F)cc(C(F)(F)F)c2)CC1	?	12µM*	.	.	.	8%
CCn1c(N2CCN(S(=O)(=O)c3ccc(F)cc3)CC2)nc2ccccc21	27%	-16%	0%	-22	-3	4%[57.1 µM]

Retrieved by compound from above:
molecule	Pf growth 96h	Pf growth 48h	FBPA Giardia inh	Shiga toxin inh	Cycloheximide cs	Sm TGR block
CCn1c(CNC(=O)c2ccco2)nnc1SCC(=O)c1ccccc1	16%	-1%	2%	-2	1	-2%
O=C(Nc1ccccc1C(=O)NCc1cccnc1)c1ccco1	-7%	.	-1%	3	-4	-1%
O=C1CC(Cc2ccc(Br)cc2)C(=O)N1c1ccccc1 (configuration not stated)	?	6%	13%	15	2	-1%
COc1ccc(C(=O)N(Cc2ccccc2)c2cccc(C)c2)cc1	9%	38%[activator]	.	24*	21	-4%
O=C(Nc1nccs1)c1ccc(-c2ccccc2[N+](=O)[O-])o1	27%	110%[activator]	-13%	106*	54*	-2%
O=C(CCN1C(=O)c2ccccc2C1=O)NCc1ccco1	.	-5%	0%	20	-2	-23%

Single records, from the list above. Order of screens: Pf growth 96h, Pf growth 48h, FBPA Giardia inh, Shiga toxin inh, Cycloheximide cs, Sm TGR block
Profile of Cc1cccc(-n2c(O)c(C=NCCN3CCCCC3)c(=O)[nH]c2=O)c1 = 35%[activator], 12%, 0%, 2, 3, 1%
Profile of COc1ccc(C(=O)N(Cc2ccccc2)c2cccc(C)c2)cc1 = 9%, 38%[activator], ., 24*, 21, -4%

In the list so far, 4 contain a furan ring, fused or not.
molecule	Pf growth 96h	Pf growth 48h	FBPA Giardia inh	Shiga toxin inh	Cycloheximide cs	Sm TGR block
CCn1c(CNC(=O)c2ccco2)nnc1SCC(=O)c1ccccc1	16%	-1%	2%	-2	1	-2%
O=C(Nc1ccccc1C(=O)NCc1cccnc1)c1ccco1	-7%	.	-1%	3	-4	-1%
O=C(Nc1nccs1)c1ccc(-c2ccccc2[N+](=O)[O-])o1	27%	110%[activator]	-13%	106*	54*	-2%
O=C(CCN1C(=O)c2ccccc2C1=O)NCc1ccco1	.	-5%	0%	20	-2	-23%

Carrying on:
molecule	Pf growth 96h	Pf growth 48h	FBPA Giardia inh	Shiga toxin inh	Cycloheximide cs	Sm TGR block
CN(CC(=O)Nc1ccc(F)cc1)C(=O)COC(=O)c1ccc(=O)n(Cc2ccccc2)n1	14%	4%	.	.	.	22%
COc1cc(C)cc(C(=O)O)c1C1=C(O)c2cccc(O)c2C(=O)C1=O	21%	3%	?	-4	-8	-31%
O=C(COc1ccc(Br)cc1)NCCO	?	35%[activator]	14%	4	1	-1%
Cn1c(=O)c2c(nc3n2CCS3)n(C)c1=O	10%	21%	-1%	13	1	7%[57.1 µM]
CCn1c(C)csc1=NC(=O)c1ccccc1	-21%	91%[activator]	-8%	34*	29*	3%
Cc1ccc(C(=O)c2ccccc2C(=O)O)c(O)c1	-18%	.	8%	-13	-4	0%
CCOc1cc(C)nc(N2CCC(C(=O)Nc3ccccc3OCC)CC2)n1	.	?	5%	3	-3	0%
Cc1ccc(NC(=O)/C(C#N)=C/c2cc(C)n(-c3ccc(N4CCOCC4)c([N+](=O)[O-])c3)c2C)c(C)c1	12µM*	?	-1%	-11	-2	0%
COc1cccc(CCc2nnc(CCC(=O)N3CCCC3c3nccs3)o2)c1 (configuration not stated)	5.9µM*	-3%	3%	-16	-1	5%
COc1ccc(-c2cc(-c3cc(F)ccc3O)[nH]n2)cc1OC	?	32%[activator]	.	78*	38*	-23%
CC(=O)Nc1ccc(NC(=O)C(C)OC(=O)CSCc2cccc(Cl)c2)cc1 (configuration not stated)	20%	25%	.	.	.	2%
CCn1cc(C(=O)NCC2CCCO2)c(=O)c2cc(S(=O)(=O)N3CCCCCC3)ccc21 (configuration not stated)	?	?	11%	-1	8	6%
CS(=O)(=O)N1CCN(Cc2cc(=O)n3ccsc3n2)CC1	-5%	-6%	-6%	1	1	1%
CC(=O)c1ccc(NS(=O)(=O)c2ccc(C)cc2)cc1	34%[activator]	.	15%	1	9	-2%
Cc1nnc(NC(=O)c2ccc3ccccc3c2)o1	?	-24%	-27%	24	13	-3%

Next part
Results follow in this order: Pf growth 96h | Pf growth 48h | FBPA Giardia inh | Shiga toxin inh | Cycloheximide cs | Sm TGR block
O=C(O)CSc1nnc(NC(=O)CN2CCOCC2)s1
→ 27% | -4% | 5µM* | -8 | 1 | 6%
CC(C)(C)OC(=O)NC1CONC1=O (configuration not stated)
→ 1% | 2% | -13% | 15 | -2 | 5%
O=C1Nc2cc(C(=O)N3CCN(Cc4ccccc4)CC3)ccc2SC1N1CCOCC1 (configuration not stated)
→ ? | -17% | 4% | -9 | 14 | 5%
CSc1ccccc1C(=O)N1CCN(c2cccc(Cl)c2)CC1
→ 140%[activator] | -40%[1.15 µM] | 0% | -10 | -7 | 10%
CCC1CCc2c(sc3nc(SCC(=O)NCc4ccco4)n(-c4ccccc4)c(=O)c23)C1 (configuration not stated)
→ -28% | 12µM* | 5% | -5 | 1 | 0%
Cc1ccccc1NC(=O)CSCc1cc(=O)n2ccsc2n1
→ 57%[activator] | 5% | . | -3 | -1 | -2%
Cc1ccccc1NC(=S)N(CCCN1CCOCC1)Cc1cccs1
→ 3.7µM* | -6% | 7% | -9 | -2 | -9%
COC(=O)c1c(C(=O)OC)c2oc3ccccc3n2c1Cl
→ 24% | . | 7% | -14 | -4 | ?
O=C(Nc1cccc(N2C(=O)C3C4C=CC(C4)C3C2=O)c1)c1cccs1 (configuration not stated)
→ -1% | 19% | 4% | 4 | 2 | 14%
COc1ccc(-c2nc3nc(C)cc(C)n3n2)cc1
→ . | 110%[activator] | 0% | 37* | 17* | 4%
N#CCCn1c(SCC(=O)N2CCN(S(=O)(=O)c3ccccc3)CC2)nc2ccccc21
→ . | ? | 12% | 1 | -5 | 1%
CC(C)(C)OC(=O)N[C@H](C(=O)OC(C)(C)C)c1ccc(Br)cc1
→ ? | ? | . | . | . | -2%
CC(C)CN(Cc1cc2ccccc2[nH]c1=O)C(=O)c1cccnc1
→ -16%[5.75 µM] | -11% | -12% | -7 | -2 | -3%
c1ccc2c(c1)nc(-c1ccncc1)n2CCNc1nc(CN2CCCCC2)cs1
→ 57%[activator] | ? | ? | 12 | -4 | 1%
COc1ccc(NC(=O)CN(C)C(=O)CCc2ccccc2)cc1
→ 15% | 6% | 1% | -13 | -6 | -6%
CCC(=O)NC(=S)Nc1cccc(NC(=O)c2ccco2)c1
→ ? | 2% | 1% | -9 | 0 | -27%
CNC(=O)CSc1nnc(COc2ccc([N+](=O)[O-])cc2)n1C
→ 11% | 43%[activator] | 22% | 28 | -7 | -10%
CCOc1ncccc1C(=O)N(CC)CC(=O)NCc1ccc(F)cc1
→ -2% | 9% | -6% | -13 | -4 | -4%
O=C(COC(=O)c1ccco1)c1ccc(S(=O)(=O)N2CCCCC2)cc1
→ ? | -20% | . | -8 | -2 | 8%
O=C(COC(=O)C12CC3CC(CC(C3)C1)C2)Nc1ccccc1F
→ 99%[activator] | 56%[activator] | 0% | 13 | 19* | -26%
CC(C)(C)OC(=O)N1CCN(CCNC(=O)c2ccccc2)CC1
→ -2% | -4% | 3% | -8 | 14 | 10%
O=C(NNS(=O)(=O)c1ccccc1[N+](=O)[O-])c1ccncc1
→ 2% | 2% | -11% | 9 | -3 | -1%
CCCCC(c1nnnn1CS(=O)(=O)c1ccc(C)cc1)N1CCN(C)CC1 (configuration not stated)
→ -4% | ? | -18% | -24 | -7 | 10µM*
COc1cccc(N2C(=O)c3ccncc3C2=O)c1
→ -14% | 16% | 9% | 22 | 27 | 1%
O=C(NCCn1cccn1)c1ccc(OC2CCN(CCc3ccccc3)CC2)cc1
→ 0% | -24% | 1% | 29* | 14* | 0%
Cc1ccc(C(=O)CNc2ccc(Cl)cc2)cc1
→ ? | 98%[activator] | 3% | 86* | 42* | -10%
O=C(c1ccc(F)cc1)N1CCC(C(=O)N2CCN(S(=O)(=O)c3cccc(F)c3)CC2)CC1
→ ? | -18% | . | . | . | 7%
Cc1ccc(Nc2cc(C)c3ccc(O)cc3n2)cc1C
→ ? | ? | ? | 83* | 43* | 7%
CN(C)c1cccc(N(C)C)c1CNC(=O)NC(=O)c1c(F)cccc1F
→ -23% | -23% | . | 1 | -3 | -32%
O=c1c2ccc(Cl)cc2[nH]c(=S)n1CCC1=CCCCC1
→ ? | 5% | 9% | -9 | 2 | 1%
CCOc1ncccc1C(=O)Nc1ccccc1F
→ 35%[activator] | 28% | 10% | 17 | 6 | 38%[activator]
COc1ccc(CNCc2ccc3ccccc3c2)c(OC)c1
→ 2% | ? | ? | -11 | -1 | -14%
Cc1ccccc1OCCSc1nnc(-c2ccncc2)n1C
→ . | 14% | 2% | -3 | -2 | -1%
O=C(N/N=C/c1cccc(NC(=O)c2ccc(Cl)cc2)c1)c1ccc(O)cc1
→ ? | 138%[activator] | -4% | 85* | 60* | 2%
Clc1ccc(-c2ccc(C=Nc3ccc(N4CCOCC4)cc3)o2)cc1
→ 10% | -6% | -14% | -11 | -1 | 1%
